G6PDH counter – L. mesenteroides G6PDH inhibition counter-screen. Purified L. mesenteroides G6PDH, diaphorase/resazurin coupled fluorescence, 45 min. inhibition, % at 5 µM. 200,000 tested, 0.12% active. AID 1020; in the data active = inhibition above about 50%
HMGR II inh – inhibitors of class II HMG-CoA reductase from Enterococcus faecalis; purified E. faecalis HMGR, NADPH absorbance 340 nm kinetic; inhibition, % at 10 µM; 190,000 tested, 0.41% active; AID 1066;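 active = inhibition above a set limit, the median over all tested compounds plus 3 SD, cut at about 9.5% in these data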;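 note: enzyme runs in reverse so mevalonate oxidation gives rising NADPH absorbance; 0% = complete reaction with DMSO and 100% = background rate lacking mevalonate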
FLuc stim CS – firefly luciferase counter-screen for stimulation assays; P08659; ATPlite luciferase biochemical, luminescence, 10 min; 0 = ATP-free wells, 1 = DMSO control; activation factor at 10 µM; 200,000 tested, under 10 active; AID 1027;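 active = luciferase activation factor, scaled between plate controls, of at least 2 with compound at 10 µM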
Target sequence (P08659 whole entry, looked up): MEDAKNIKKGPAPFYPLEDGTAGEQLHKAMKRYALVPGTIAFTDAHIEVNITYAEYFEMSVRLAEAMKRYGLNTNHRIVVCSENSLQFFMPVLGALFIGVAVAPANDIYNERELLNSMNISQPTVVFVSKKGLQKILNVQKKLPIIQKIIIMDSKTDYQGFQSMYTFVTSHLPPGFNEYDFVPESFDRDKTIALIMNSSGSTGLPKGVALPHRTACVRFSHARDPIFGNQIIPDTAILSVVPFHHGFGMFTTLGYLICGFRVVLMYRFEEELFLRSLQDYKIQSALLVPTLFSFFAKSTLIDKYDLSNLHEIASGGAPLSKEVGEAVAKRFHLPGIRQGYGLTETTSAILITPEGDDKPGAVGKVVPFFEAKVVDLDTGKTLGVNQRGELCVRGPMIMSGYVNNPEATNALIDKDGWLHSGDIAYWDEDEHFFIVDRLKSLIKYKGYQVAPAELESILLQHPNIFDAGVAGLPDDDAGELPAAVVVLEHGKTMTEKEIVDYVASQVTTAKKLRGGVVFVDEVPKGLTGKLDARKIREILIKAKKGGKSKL
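System: cell-free luciferase reagent; medium: PBS as buffer for the ATP substrate; doses: test compounds dosed from 2 mM stocks in 100% DMSO; incubation: 10 min, room temperature; measured by: luminescence from luciferase reaction; read-out: luciferase activation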
TNAP inh hiacc – TNAP (human) inhibition, high acceptor | P05186 | purified TNAP, CDP-star luminescence, 1 M DEA | inhibition, % at 20 µM | 200,000 tested, 0.03% active | AID 1135;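 active = over 50% inhibition of tissue-nonspecific alkaline phosphatase at 20 µM in the single-dose screen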;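 note: plate controls were DMSO wells for no effect and EDTA-quenched wells as full inhibition for full effect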
Target sequence (P05186 whole entry, looked up): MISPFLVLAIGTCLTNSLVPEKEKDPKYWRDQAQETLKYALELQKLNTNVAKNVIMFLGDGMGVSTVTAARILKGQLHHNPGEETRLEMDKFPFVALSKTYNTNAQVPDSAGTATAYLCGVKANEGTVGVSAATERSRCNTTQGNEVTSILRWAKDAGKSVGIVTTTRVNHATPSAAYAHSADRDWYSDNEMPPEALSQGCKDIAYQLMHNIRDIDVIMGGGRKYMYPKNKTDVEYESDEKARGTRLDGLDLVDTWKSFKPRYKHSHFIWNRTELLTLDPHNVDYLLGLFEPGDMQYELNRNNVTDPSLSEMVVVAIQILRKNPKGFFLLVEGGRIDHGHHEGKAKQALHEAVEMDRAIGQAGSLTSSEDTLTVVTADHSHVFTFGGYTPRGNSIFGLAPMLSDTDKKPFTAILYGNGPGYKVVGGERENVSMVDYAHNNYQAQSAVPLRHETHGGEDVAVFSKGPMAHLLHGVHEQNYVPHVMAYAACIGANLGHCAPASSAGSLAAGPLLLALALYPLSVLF
TNAP act hiacc – activators of human TNAP at high phosphate acceptor concentration. activation factor at 20 µM. purified TNAP, CDP-star luminescence, 1 M DEA, 30 min; hits give high values; 0 = EDTA background, 1 = DMSO-only activity. 200,000 tested, under 10 active. AID 1136. P05186;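 active = activation factor at least 2 at 20 µM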
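Control set: EDTA negative control, DMSO positive control / Assay system: human TNAP / Quantity: TNAP 1/800 final / Evaluation: TNAP activation factor scaled between EDTA and DMSO control wells / Measured by: luminescent substrate turnover signal / Compound dosing: one dose, 20 µM / Times: 30 min enzyme reaction at room temperature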
PMI act – phosphomannose isomerase (human) activation | P34949 | purified human PMI, coupled resazurin fluorescence, 20 min; hits give high values; 1 = vehicle control, 0 substrate-free wells | activation factor at 20 µM | 190,000 tested, 0.005% active | AID 1214;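 active = activation factor of 2 or more at 20 µM, relative to plate controls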
PMI act hi M6P – increases human PMI activity with near-saturating mannose 6-phosphate; P34949; coupled PMI enzyme assay, resazurin fluorescence, 20 min; hits give high values; 1 = untreated enzyme, 0 = substrate-free blank; activation factor at 20 µM; 190,000 tested, 0.34% active;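 active = activation factor of 2 or more at 20 µM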
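Material: human phosphomannose isomerase with PGI, G6PDH, diaphorase coupling enzymes / Reagent: Man-6-P substrate 1.0 mM / Dosing: single compound dose of 20 µM, 1% DMSO final / Incubation: enzyme reaction with compound 20 min at room temperature / Signal: resorufin fluorescence (Ex 544/Em 590 nm) from resazurin via diaphorase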
Diaphorase act – counter-screen for diaphorase-based assays: diaphorase activators and chemical reducers; AID 1229; activation factor at 20 µM; 190,000 tested, 0.005% active; Diaphorase/resazurin coupled assay, resorufin fluorescence, 16 min; hits give high values; 1 = vehicle wells, 0 = NADH-free wells;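 active = diaphorase activity raised at least twofold by the compound at 20 µM; inactive = activation factor below 2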
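Material: purified diaphorase enzyme from Clostridium kluyveri; Also added: 0.114 mM NADH and 0.1 mM resazurin, final amounts; Doses: single compound dose of 20 µM, 1% DMSO final; Times: 16 min enzyme reaction, ambient temperature; Detection: resorufin fluorescence, excitation 544 nm, emission 590 nm; Measure: increased resorufin signal from activators or reducing compounds.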
Diaph inh CS – counter-screen for diaphorase-based assays: diaphorase inhibitors and chemical oxidizers. 190,000 tested, 0.69% active. diaphorase resazurin-to-resorufin fluorescence, NADH, 16 min; bacterial (C. kluyveri) enzyme, not human. inhibition, % at 20 µM. AID 1217;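 active = primary screen inhibition at 20 µM above a set limit, cut at about 50% in these data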;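 note: plate controls were DMSO with full reaction for no effect and wells lacking NADH for full effect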
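Benchmarks: positive control wells lacking NADH, neutral wells with DMSO only. System: bacterial diaphorase enzyme (C. kluyveri). Input: 0.14 U/mL diaphorase, enzyme working solution. Detection: resorufin fluorescence, excitation 544 nm, emission 590 nm. Times: 16-min room-temperature incubation before reading.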
TNAP inh noacc – blocks human TNAP activity with no phosphate acceptor present | P05186 | purified TNAP, CDP-star luminescence, 30 min | inhibition, % at 20 µM | 200,000 tested, 0.26% active | AID 1012;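 active = tissue-nonspecific alkaline phosphatase inhibition above about 50% at 20 µM in the single-dose screen, limit read from the data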;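 note: 0% = DMSO negative control and 100% = EDTA positive control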
* hit, by the source's call; / = no result given.

SMILES	G6PDH counter	HMGR II inh	FLuc stim CS	TNAP inh hiacc	TNAP act hiacc	PMI act	PMI act hi M6P	Diaphorase act	Diaph inh CS	TNAP inh noacc
O=C(COC(=O)c1cc(-c2ccncc2)nc2ccccc12)Nc1ccc2c(c1)OCO2	-7	-9	1	-1	1	1	0.9	0.7	26	-24
O=C(NCC1CCCO1)/C(=C/c1cn(-c2ccccc2)nc1-c1cccnc1)NC(=O)c1ccccc1 (stereo unspecified)	1	-1	1	-2	1	1	1	0.9	9	-9
Cc1c(S(=O)(=O)Nc2ccc3c(c2)OCCO3)c(=O)n(C)c(=O)n1C	12	-13	1	-2	1	0.9	0.9	0.8	16	-9
O=C(NCCC1=CCCCC1)c1coc(=O)c(Br)c1	3	-4	1	-1	1	0.9	0.9	0.9	13	-4
COc1ccccc1NC(=O)COc1cccc(-n2cnnn2)c1	3	-1	1	-4	1	1	1	0.9	10	-13
Cc1cc(C)c(S(=O)(=O)Nc2ccc[nH]c2=O)c(C)c1	-5	-11	0.9	3	1	1	1.1	0.8	19	-6
COc1ccc(S(=O)(=O)Nc2ccc(C)cc2)cc1N(C)S(=O)(=O)c1ccc(Cl)cc1	0	-2	1	4	1	0.8	0.9	0.8	15	-7
O=[N+]([O-])c1ccc2c(c1)C=C1CCCCC1(N1CCCCC1)O2 (stereo unspecified)	-5	-1	1.1	-4	1	1	1	0.9	8	-24
Cc1ccc(C(C(=O)NC(C)(C)C)N(Cc2ccco2)C(=O)Cn2nnc(-c3cccs3)n2)cc1 (stereo unspecified)	7	1	1	-4	1	0.9	0.9	0.8	18	-11
COCCNC(=O)Cn1cnc2ccc(S(=O)(=O)N3CCC(C)CC3)cc2c1=O	8	1	1	-4	1	1	1	1	-2	-8
Cc1ccc(C(=O)COC(=O)c2cn(-c3ccccc3)nc2-c2ccccc2)cc1[N+](=O)[O-]	-24	-2	1.1	0	1	0.9	1	0.9	10	-11
CCCc1nn(C)c(C(=O)Nc2ccc3ccccc3c2)c1Cl	0	-1	1	0	1	1.1	1.1	1	1	-8
NC(=O)[C@@H]1CCCN1Cc1nc(-c2ccc(C(F)(F)F)cc2)no1	1	-4	1	2	1	/	/	/	/	-3
Cc1ccc(S(=O)(=O)N2CCCN(S(=O)(=O)c3ccc(C(F)(F)F)cc3)CC2)cc1	13	-2	1	-3	1	1.1	1	1	0	3
COc1ccc(-c2nc(CN3CCCC(C(=O)NC4CCCC4)C3)c(C)o2)cc1 (stereo unspecified)	5	-2	1	0	1	0.9	1	1	2	-4
Cc1nn(CC(=O)N(C)Cc2ccc(F)cc2)c(C)c1[N+](=O)[O-]	37	-1	1	1	1	1	1	1	0	-11
COC(=O)c1ccc2ncccc2c1	-5	-2	1.1	-7	1.1	1.1	1.1	0.9	6	-9
CC1(C)NC(=O)N(CC(=O)OCC(=O)Nc2cccc(F)c2)C1=O	5	0	1.1	-6	1.1	1	1	0.9	10	-15
C/C(Cn1nnc([N+](=O)[O-])n1)=N\NC(=O)c1ccccc1	6	-5	1.1	-5	1.1	1	0.6	0.8	19	-2
OCCC1CN(Cc2cnc(-c3ccc(Cl)cc3)nc2)CCN1C1CCCCC1 (stereo unspecified)	2	3	1	-3	1	1	1	1	-3	-6
O=C(NCc1ccccc1Cl)C(=O)NCC(c1ccco1)N1CCOCC1 (stereo unspecified)	-6	-1	1	-2	1	1.1	1	0.9	5	-11
Cc1c(C)n(C)c2ccc(C(=O)NCc3cccs3)cc12	-19	0	1	1	1	0.9	0.9	0.9	10	4
O=S(Cc1cc(Sc2ccccc2)nc(-c2ccccc2)n1)c1ccccc1 (stereo unspecified)	6	0	1.1	-1	1	0.8	0.8	0.7	26	0
COC(=O)c1ccc(N2CCC(C)CC2)c(N)c1	0	-4	0.9	-2	1	0.8	1.3	1	1	-13
CCOC(=O)c1c(C)[nH]c(C(=O)CSc2nnc(C3CC3)n2N)c1C	2	-10	1	7	0.9	1	1.1	0.9	8	0
N#C[C@H]1[C@H](c2ccccc2)[C@](C#N)(C(=O)c2ccccc2)[C@@H]2C=Cc3ccccc3N21	2	-4	1	1	1	0.9	0.9	0.9	8	-3
Cc1nc(-c2cccc(NS(=O)(=O)c3ccccc3)c2)cs1	15	1	1	-9	1.1	0.8	0.9	0.9	14	-9
Cc1[nH]c2c(C)cccc2c(=O)c1Br	-6	-2	1.1	-6	1.1	0.9	0.9	0.8	16	-16
Oc1cccc(/C=N\Nc2nncc(-c3ccccc3)n2)c1	11	-5	0.6	-2	1	0.9	0.9	1	4	0
Cc1ccc(NC(=O)Cn2cnc3sc(C(=O)NCc4ccco4)c(C)c3c2=O)cc1Cl	0	-3	1.1	-3	1	0.9	1	0.9	10	-3
CCOC(=O)N1CCC(N2C(=O)c3cc(C(=O)NC4CCCCC4)ccc3C2O)CC1 (stereo unspecified)	2	-2	1.1	-6	1.1	1	1.1	1	0	-12
CCOCCCNC(=O)Cc1c(C(=O)O)[nH]c2ccc(Cl)cc12	8	0	1.1	-5	1.1	1.1	1.1	0.8	20	-9
O=C(CCNc1n[nH]c(=O)[nH]c1=O)N/N=C\c1cccc(OCc2ccccc2)c1	-1	-2	1.1	-6	1.1	0.9	0.9	0.8	18	-21
O=C(O)C1CCN(C(=O)Cc2ccccc2)CC1	8	1	1	-4	1	1.1	1.1	1.2	-19	-6
CCNc1nnc(-c2ccccc2OC)s1	5	4	1	-4	1	1.1	1.1	1	2	-13
O=S(=O)(Cc1cc(N2CCOCC2)nc(-c2ccccn2)n1)c1ccccc1	10	-6	1.1	-7	1.1	1.2	1.1	1.2	-25	-9
COc1ccc(CN(C(=O)c2nsc(Cl)c2Cl)C(C(=O)NC2CCCCC2)c2ccc(OC)cc2)cc1 (stereo unspecified)	6	-7	1	-4	1	1	1	0.8	17	3
O=S(=O)(Nc1ccc(N=Nc2ccccc2)cc1)c1ccccc1	-15	2	1	15	0.9	0.9	0.9	0.8	23	10
CC(C)=CC(=O)Nc1nnc(C(C)C)s1	1	2	1	-7	1.1	0.9	1	0.9	10	-14
Cc1cc(C)c(C#N)c(SCC(=O)NC2CC2)n1	9	1	1.1	-9	1.1	1.2	1.2	1.1	-12	-6
O=C(CCS(=O)(=O)c1cccs1)Nc1ccc(C(=O)NC2CCCC2)cc1	2	-2	1.1	-6	1.1	1	1.1	1	3	-5
O=C(c1ccncc1)N1C2C=CC(C2)C1(C(F)(F)F)C(F)(F)F (stereo unspecified)	28	-1	1	-6	1.1	1	1	1	-3	-5
Cc1cc(C)nc(N(C#N)CCOc2ccc(Cl)cc2)n1	1	1	1	-8	1.1	1.1	1.1	1.1	-6	-8
CCOc1cc(C(=O)N/N=C/c2ccsc2)cc(OCC)c1OCC	-2	0	1.1	-2	1	1.1	1.1	0.9	14	-6
CCOC(=O)Cc1csc(NC(=O)c2cccs2)n1	6	-3	1	-2	1	1	1	0.9	12	-7
Cc1nnc(NC(=O)c2csc3c2CCC(C)C3)s1 (stereo unspecified)	-2	1	0.9	5	1	0.9	0.9	1	0	-3
Cc1ccccc1NC(=O)c1sc(Cl)nc1-c1ccccc1	2	-5	1	-1	1	0.9	1	0.9	8	2
CC1CC(=O)N(CC(=O)NCc2ccc3c(c2)OCO3)c2ccccc2S1 (stereo unspecified)	-16	-2	1.1	-2	1	0.8	0.8	0.8	21	-14
Cc1ccc(CN2CCN(C3CCCC3)C(CCO)C2)s1 (stereo unspecified)	7	1	1	-7	1.1	1.1	1.1	1.2	-20	-9
Cc1nc2ccc(F)cc2cc1C(=O)NCc1ccco1	-15	-1	1	0	1	0.9	0.9	0.9	6	-10
O=C1/C(=C/c2ccccc2)Oc2cc(OC(=O)N3CCOCC3)ccc21	-8	-9	0.8	5	1	1.1	1.1	1.1	-6	-2
C=CC[C@@H]1C=C[C@H](O/N=C/c2ccc(C(=O)N3[C@H](c4ccc(C)cc4)[C@@H](C)CC[C@H]3C(=O)OC)cc2)[C@@H](CO)O1	18	7	1.1	-5	1	0.9	0.9	0.7	29	-2
CC(/C=C1\SC(=S)N(CCCC(=O)Nc2ccc(C(=O)O)cc2)C1=O)=C\c1ccccc1	6	6	1	13	0.9	0.9	1	0.8	19	4
COc1ccc(-c2csc(=Nc3c(C)n(C)n(-c4ccccc4)c3=O)n2C(C)(C)C)cc1	9	2	1	0	1	1	1	0.9	12	-2
Cc1ccsc1C(=O)Nc1ccc2c(c1)OCCO2	-6	-3	0.2	4	1	0.9	1	0.9	7	-4
COc1ccc(-c2oc3ncnc(NCCCN4CCOCC4)c3c2-c2ccc(OC)cc2)cc1	-53	-5	1	-1	1	0.8	0.8	0.9	6	-12
CCOC(=O)C1(Cc2cccc(Cl)c2)CCCN(CCO)C1 (stereo unspecified)	16	-7	1	5	1	0.8	0.9	0.9	14	-2
CCCc1nc(SCC(=O)N2CCCc3ccccc32)c2c(=O)n(C)c(=O)n(C)c2n1	-40	-7	1	0	1	0.9	1	0.9	14	-6
CC(C)=CCc1c2c(c3occ(-c4ccc(O)cc4)c(=O)c3c1O)C=CC(C)(C)O2	4	-4	1.1	6	0.9	0.8	1	0.8	23	-5
O=C(Cn1ncc2c1-c1ccccc1OC2)Nc1cccc(Cl)c1	2	-5	1	-5	1	0.9	0.9	0.8	24	-10

Four entries drawn at random from the list so far, as already listed:
SMILES	G6PDH counter	HMGR II inh	FLuc stim CS	TNAP inh hiacc	TNAP act hiacc	PMI act	PMI act hi M6P	Diaphorase act	Diaph inh CS	TNAP inh noacc
O=C1/C(=C/c2ccccc2)Oc2cc(OC(=O)N3CCOCC3)ccc21	-8	-9	0.8	5	1	1.1	1.1	1.1	-6	-2
COc1ccc(-c2csc(=Nc3c(C)n(C)n(-c4ccccc4)c3=O)n2C(C)(C)C)cc1	9	2	1	0	1	1	1	0.9	12	-2
CCCc1nc(SCC(=O)N2CCCc3ccccc32)c2c(=O)n(C)c(=O)n(C)c2n1	-40	-7	1	0	1	0.9	1	0.9	14	-6
Cc1ccsc1C(=O)Nc1ccc2c(c1)OCCO2	-6	-3	0.2	4	1	0.9	1	0.9	7	-4

Source: PubChem
